hcDAF-12 act = H. contortus DAF-12 activation, primary screen | HEK293 hcDAF-12 lit1-tk-luc reporter, luminescence; 0% DMSO, 100% Δ7-dafachronic acid | activation, % at 6.8 µM | 1.4% of 370,000 active | AID 652067;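 active = activation above the mean of all tested compounds plus 3 SD, cut at about 5.5% in these data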;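 also: 100% = response to 3 µM Δ7-dafachronic acid high control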
DAX1 inh-1 = inhibits human nuclear receptor DAX1; P51843; HEK293 Gal4-DAX1 luciferase reporter, luminescence; inhibition, % at 6.75 µM; 0.99% of 340,000 active; AID 504766;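 active = inhibition above the mean over all tested compounds plus 3 SD, cut at about 4.2% in these data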;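 also: 0% = DAX1-transfected cells with DMSO and 100% = empty-vector control cells with DMSO; inhibition shows as a rise in luminescence from relieved DAX1 repression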
Target sequence (P51843 207-470 limits assumed): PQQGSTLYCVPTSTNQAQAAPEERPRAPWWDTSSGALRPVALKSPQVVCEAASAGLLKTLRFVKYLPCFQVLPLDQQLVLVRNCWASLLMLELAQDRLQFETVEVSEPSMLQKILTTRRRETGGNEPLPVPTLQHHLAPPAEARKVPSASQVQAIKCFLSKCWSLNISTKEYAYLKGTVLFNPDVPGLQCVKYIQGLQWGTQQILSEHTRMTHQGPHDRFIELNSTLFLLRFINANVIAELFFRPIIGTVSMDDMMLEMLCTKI
FXN GAA850 act = frataxin GAA850 promoter activation; HEK293 lucGAA850 FXN promoter luciferase reporter, 24 h; percent of 10 µM SAHA response; activation, % at 6 µM; 0.56% of 360,000 active; AID 540364;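 active = activation above the average of all compounds screened plus 3 SD, cutoff fixed separately per campaign, cut at about 7.5% in these data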;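 also: 0% = DMSO wells and 100% = 10 µM SAHA wells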
DAX1 inh-2 = blocks DAX1 repression of SF-1 activated StAR promoter; HEK293T StAR-luciferase reporter, SF-1/DAX-1 repression relief; inhibition, % at 6.8 µM; 1.1% of 370,000 active; AID 652010;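 active = inhibition above the mean over all tested compounds plus 3 SD, cut at about 3.6% in these data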;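 also: 0% = DAX-1 cells with DMSO and 100% = cells lacking DAX-1 with DMSO; higher inhibition means more luminescence from relief of DAX-1 repression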
hgDAF12 agonist = activates the H. glycines DAF-12 receptor ligand-binding domain | HEK293 GAL4-hgDAF12 UAS-luciferase reporter, agonist luminescence; normalized to butyrate control | activation, % at 6.8 µM | 1.8% of 370,000 active;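 active = activation above a cutoff set at the mean of all screened compounds plus 3 SD, cut at about 10% in these data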;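 also: 0% = DMSO wells and 100% = sodium butyrate wells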
ADAM10 inh = ADAM10 inhibition, QFRET primary screen; inhibition, % at 7 µM; 0.62% of 370,000 active; AID 720582; recombinant ADAM10, EDANS/DABCYL FRET peptide cleavage, 3 h;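 active = inhibition above a per-campaign cutoff equal to the mean of compounds falling between control-based bounds plus 3 SD, cut at about 20% in these data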;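 also: 0% = DMSO wells while the 100% control is not disclosed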
ADAM17 inh = inhibits human ADAM17 | recombinant ADAM17, EDANS/DABCYL FRET peptide cleavage | inhibition, % at 6.95 µM | 0.83% of 370,000 active;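 active = inhibition above the mean of compounds lying between control limits plus 3 SD, set per campaign, cut at about 8.5% in these data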;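 also: 0% = DMSO-only wells as the low control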
Target sequence (P78536 215-824 limits assumed): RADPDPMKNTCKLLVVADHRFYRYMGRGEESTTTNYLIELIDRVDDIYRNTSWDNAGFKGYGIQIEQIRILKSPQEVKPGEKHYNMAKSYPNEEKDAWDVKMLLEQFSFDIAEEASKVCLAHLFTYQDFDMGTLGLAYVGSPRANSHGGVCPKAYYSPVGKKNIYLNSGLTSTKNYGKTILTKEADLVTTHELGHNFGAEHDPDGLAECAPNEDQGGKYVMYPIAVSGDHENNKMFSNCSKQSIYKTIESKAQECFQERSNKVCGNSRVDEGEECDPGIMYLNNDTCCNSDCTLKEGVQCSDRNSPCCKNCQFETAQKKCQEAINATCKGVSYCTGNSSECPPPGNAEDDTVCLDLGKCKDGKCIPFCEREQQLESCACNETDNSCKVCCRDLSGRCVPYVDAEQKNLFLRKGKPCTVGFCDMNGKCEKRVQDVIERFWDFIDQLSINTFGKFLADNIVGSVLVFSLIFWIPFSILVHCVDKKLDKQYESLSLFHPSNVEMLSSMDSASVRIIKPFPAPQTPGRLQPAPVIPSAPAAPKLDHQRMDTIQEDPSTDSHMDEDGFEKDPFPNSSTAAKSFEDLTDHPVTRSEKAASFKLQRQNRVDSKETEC
ssDAF12 agonist = activators of S. stercoralis DAF-12 nuclear receptor; HEK293 ssDAF-12/GRIP1 lit1-tk-luc reporter, luminescence; % of 3 µM dafachronic acid response; activation, % at 6.8 µM; AID 652126; 1% of 370,000 active;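 active = activation above the mean over all tested compounds plus 3 SD, cut at about 0.9% in these data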;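 also: 0% = DMSO-only wells and 100% = 3 µM delta7-dafachronic acid wells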
sPLA2-III inh = Blocks human group III sPLA2 activity | AID 743126 | Q9NZ20 | 0.56% of 370,000 active | QFRET BODIPY PC-A2 liposome hydrolysis, fluorescence | inhibition, % at 12.2 µM;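 active = inhibition above mean plus 3 SD of compounds lying within the high and low control bounds, cut at about 19% in these data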;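 also: 0% = median of test compound wells and 100% = no enzyme DMSO wells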
PLC-gamma1 inh = blocks human PLC-gamma1 enzyme activity; 0.84% of 370,000 active; AID 720700; inhibition, % at 12.2 µM; purified PLC-gamma1, fluorogenic substrate, fluorescence; P19174; in the data active = inhibition above about 9.5%
PLCb3 inh = blocks human PLC-beta3 enzyme activity | Q01970 | Purified PLC-beta3, fluorogenic substrate, fluorescence | inhibition, % at 12.2 µM | 0.18% of 370,000 active | AID 720704; in the data active = inhibition above about 11%;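 also: 0% = median of compound wells on plate and 100% = full blocker control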
* hit, by the source's call; i = inactive; . = not tested or not shown; & = joins results of further samples.

molecule,hcDAF-12 act,DAX1 inh-1,FXN GAA850 act,DAX1 inh-2,hgDAF12 agonist,ADAM10 inh,ADAM17 inh,ssDAF12 agonist,sPLA2-III inh,PLC-gamma1 inh,PLCb3 inh
CC(C)CC(=NNC(=O)c1ccncc1)c1cc(Cl)ccc1O,-0.7,-2.7,-5.6,-5.3,-9.9,-7,-4,-2.0,21*,-113,-156
Cc1ccc(CCN=c2c([N+](=O)[O-])nn(-c3ccccc3)n2O)cc1,-0.7,-0.4,-0.6,-1.6,-2.8,-1,-5,-1.6,13,2,-4
CC(C)C(=O)Nc1ccc2c(c1)nc(CCN1CCN(C)CC1)n2C,-0.6,-0.5,-2.9,-0.1,2.0,-17,-3,-1.0,5,5,3
CC1(C)OC(=O)C2=C(C[C@@H](C3CCCCC3)O[C@H]2c2ccc(F)cc2)O1,-0.2,.,.,-1.4,-1.1,7,-4,-1.5,-4,4,2
O=C1NC2(O)C(=O)c3ccccc3C2(O)N1 (centres undefined),2.6,-1.8,-0.9,-0.1,-2.3,-9,-3,0.8,2,-1,-2
CC(C)NS(=O)(=O)c1ccc(NC(=O)c2cccnc2)cc1,2.0,0.0,0.2,-0.9,-1.7,-9,4,-1.4,1,0,4
NC(=O)C1(N2CCCCC2)CCN(C2CC(=O)N(CCc3ccccc3)C2=O)CC1 (centres undefined),-1.2,0.9,0.1,-1.1,1.2,-4,-2,-0.7,2,-1,1
CN1CCN(c2oc(-c3ccc([N+](=O)[O-])cc3)nc2C#N)CC1,-0.3,1.2,-0.2,0.0,0.5,1,1,-1.3,-6,-2,-6
CCN(CC)C(=O)c1[nH]cnc1C(=O)N[C@H](C)c1ccccc1,0.1,0.0,-0.7,0.7,2.2,-1,5,-0.8,8,8,14*
COc1cc2[nH]c(=O)n(CCC(=O)N3CCC(N4CCCCC4)CC3)c(=O)c2cc1OC,-2.7,-0.7,0.0,-0.2,1.3,-79,-13,-0.8,2,0,-1
CCOC(=O)CCC(NC(=O)c1cncc(O)c1)C(=O)OCC (centres undefined),1.1,0.2,2.5,-0.6,3.8,-75,-20,-1.2,4,-20,-27
Cc1noc(C)c1C(=O)Nc1cc(Cl)ccc1N1CCOCC1,-1.5,-0.1,-1.5,1.6,4.1,-6,1,-1.0,-3,1,0
S=C(Cc1ccccc1)NCCc1ccccc1,-0.4,1.9,1.6,-0.3,2.8,7,-2,-1.1,-2,2,1
CC(=O)N(C)C[C@@H]1OCc2ccccc2-c2c(n(C)c3ccccc23)C(=O)N([C@@H](C)CO)C[C@@H]1C,-0.1,.,.,-0.7,-2.8,-1,-3,-0.9,1,1,3
COc1ccc(C(=O)OCC(=O)c2ccc(C)c(S(=O)(=O)N3CCOCC3)c2)cc1OC,-1.1,-3.5,-1.0,-0.5,-0.3,-7,-7,-2.1,-3,0,-8
CC1=C(C(=O)Nc2ccccc2C)C(c2ccc(C)o2)C2=C(CCCC2=O)N1 (centres undefined),-1.4,-0.3,-0.3,-0.2,0.5,-34,-16,-1.6,1,-37,-38
CCCNC(=O)C1(CC2CC(c3ccccc3)=NO2)CCN(C(=O)C2(C)CC2)CC1 (centres undefined),-0.5,0.1,-0.2,0.3,-2.8,9,2,-1.1,10,2,0
CC(=O)C12CC(C)=C(C)CC1CC1C3CCC4=CC(=O)CCC4(C)C3CCC12C (centres undefined),-0.3,.,-1.2,0.1,-1.1,6,-3,-1.5,8,6,16*
Cc1cccc(N2CCN(C(=O)c3ccc(CS(=O)Cc4ccc(Cl)cc4)o3)CC2)c1C (centres undefined),-1.3,0.9,-0.2,-0.3,-1.4,19,11*,-1.0,-14,3,-10
Cc1onc(-c2ccccc2)c1C(=O)NN1CCOCC1,-0.7,2.4,0.9,0.6,-2.5,-7,-4,-1.3,5,1,-4
O=C(NCCc1ccccn1)c1c(-c2ccsc2)sc2ccccc12,1.5,-0.9,0.8,-0.3,-2.6,-15,-2,-0.6,-4,1,3
CCn1cc(S(=O)(=O)NCc2ccc(OC)cc2)cn1,-1.9,0.8,0.6,0.4,-1.6,3,1,-0.5,1,-28,0
CC(OC(=O)CC1CCCC1)C(=O)Nc1ccc(S(N)(=O)=O)cc1 (centres undefined),-0.1,-0.6,0.1,4.9*,1.2,1,7,-0.7,-9,4,-5
CCCc1nnc(SCc2ccc(C(=O)OC)o2)n1N,-0.9,0.2,0.2,0.7,-2.0,3,1,-1.1,6,6,2
O=c1c2ccccc2sn1-c1ccc(S(=O)(=O)N2CCCC2)cc1,-1.1,0.7,-4.5,-0.1,-2.5,6,6,-1.0,-4,3,2
CCc1nnc(NC(=O)NC(C)(C)C)s1,-0.4,1.4,0.6,0.3,3.3,6,-1,-1.0,4,5,3
CCOC(=O)N1CCN(S(=O)(=O)c2ccc(C(=O)N(CCN(CC)CC)c3nc4c(C)cccc4s3)cc2)CC1,2.2,-0.1,-2.9,-0.5,-2.1,-10,-2,-1.4,3,1,-10
CCCCNc1c(-c2ccc(Sc3ccc(OC)cc3)cc2)nc2cc(C)ccn12,-1.5,-1.4,-1.2,-0.7,0.6,-306,-113,-2.0,-4,i,i
CCOc1ccc(NC(=O)Cn2nnc(C(=O)NCc3ccc(OC)cc3)c2N)cc1,-2.1,0.5,-0.7,-0.3,-0.1,3,-8,-0.8,8,1,-8
Cc1ccc(C(=O)CCC(=O)N2CCN(C(=O)c3ccco3)CC2)cc1,-0.8,0.7,1.6,0.1,-0.7,-6,-2,-0.1,4,1,2
Cc1sc2ncnc(N(C)CCc3ccccn3)c2c1C,0.3,0.4,2.6,0.5,0.3,-2,-4,-1.6,-3,2,-6
COc1ccc(-c2nnc3n2N=C(C)CS3)cc1OC,-1.0,-0.6,0.8,-0.5,-1.0,2,4,-1.6,-2,7,3
Cc1ccc(C(=O)NCC(=O)OCC(=O)N2CC(C)OC(C)C2)cc1 (centres undefined),-0.9,2.6,-0.3,-1.3,3.4,7,0,-0.9,6,2,-3
COc1ccc2[nH]c(CN3CCC(n4nccc4NC(=O)C4CC4)CC3)c(C)c2c1,-1.9,0.7,1.8,0.9,-2.9,-39,-12,-1.0,1,-58,-103
N#Cc1ccc(NC(=O)c2nc(-c3ccccc3)n(-c3ccccc3)n2)cc1,-1.2,-0.3,-0.8,-0.4,-1.1,-1,3,-0.5,4,4,4
Cc1c(C(=O)Nc2cccc(S(=O)(=O)N3CCCC3)c2)oc2ccccc12,-0.1,-1.5,3.8,0.2,1.9,1,-3,-1.4,-3,1,-6
COc1ccc(/C=C2/C(=O)N(c3ccccc3)N=C2C)c(OC)c1,0.1,1.1,0.0,0.6,4.2,10,-1,-1.2,11,8,-1
O=C(CN1C(=O)CCSc2ccccc21)Nc1cccc(F)c1,-2.1,-0.8,-1.8,-0.5,-2.4,-7,-3,-1.6,-9,0,2
COc1ccc(/C=N/NC(=O)c2cccc(NC(=O)c3ccccc3Cl)c2)cc1,0.6,-0.4,-1.8,-0.9,2.4,-8,-4,-0.8,3,-4,-10
COc1ccc(CCNC(=O)CN2CCC(n3nnc4cc(F)ccc43)CC2)cc1OC,-1.6,-0.7,0.3,1.1,0.2,-7,-3,-0.6,-5,-3,3
CN(C)C(=O)COC(=O)c1cccc(S(=O)(=O)N2CC3(C)CC2CC(C)(C)C3)c1 (centres undefined),0.9,-0.4,1.6,0.9,-0.6,0,-1,-0.4,-12,1,-5
Cc1ccc(OCCCN2CCC(C(O)(c3ccccc3)c3ccccc3)CC2)cc1,2.6&-0.3,.,.,-0.7,10&0.1,-12&3,-6&-1,-0.8&-0.9,-13&-14,3&8,-3&8
Fc1ccccc1CSc1nnc(Cn2cnc3ccccc32)n1-c1ccccc1,-1.1,0.1,-0.4,0.1,-0.7,-1,-5,0.2,-6,-1,1
CCOc1ccc(OC(=O)c2cccc(S(=O)(=O)N3CCN(C)CC3)c2)cc1,-0.5,1.5,1.7,0.1,-0.7,3,-5,-0.7,-14,2,-4
CC(=O)OCC(=O)C1CCC2C3CC=C4CC(O)CCC4(C)C3CCC12C (centres undefined),-1.2,-0.5,1.5,-0.3,1.6,-2,-5,-1.1,-7,0,2
CCOCCCN(C(=O)c1snc(C(N)=O)c1N)C(C(=O)NC(C)(C)C)c1ccc(Cl)cc1 (centres undefined),-1.9,0.1,0.6,0.2,-1.7,-48,-13,-0.8,5,-14,-24
COC(=O)CSc1nnc(-c2cccs2)o1,-1.3,.,.,0.5,3.0,-5,0,-1.3,-2,-2,0
COc1ccc2[nH]c(C(=O)Nc3ccc(C)c(F)c3)cc2c1,-0.8,1.4,2.0,0.1,3.1,-11,-4,-0.4,-1,-41,-57
CCCCCCCCCCCCC/C=C/[C@@H](O)[C@@H](N)CO,-1.6,-0.5,-0.4,-0.8,5.0,1,-4,-1.8,3,1,-1
CCN(CC)S(=O)(=O)c1ccc2oc(Nc3ccc4c(c3)OCCO4)nc2c1,-0.1,-0.8,1.4,-0.4,5.9,6,-1,-1.6,-5,0,1
CCN(C(=O)c1ccc(NC(C)=O)cc1)c1ccccc1C,-1.1,0.2,-0.8,-0.1,-0.4,0,-3,-1.4,14,-1,1

Hits appear at their usual frequency (roughly 6.9% active in at least one column).
